From PubChem
697 NFkB inh – inhibitors of the PMA/ionomycin-induced NF-kB reporter in 697 B cells; 697 B-cell NF-kB luciferase reporter, 16 h; inhibition, % at 4 µM; 0.33% of 330,000 active; in the data active means inhibition above about 35%
Gli-Sufu block – blocks Gli-Sufu signaling in a luciferase reporter; inhibition, % at 5 µM; Sufu-KO-LIGHT fibroblasts, Gli luciferase reporter luminescence; 0.74% of 340,000 active;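 active means inhibition above about 55%, limit read from the data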;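 further: 0% = DMSO-treated cells and 100% = wells with medium but no cells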
Jurkat NFkB inh – lowers PMA/ionomycin-induced NF-kB signal in Jurkat cells. PMA/ionomycin-induced NF-kB luciferase reporter, luminescence. inhibition, % at 4 µM. 0.53% of 330,000 active. AID 435003; in the data active means inhibition above about 50%
APJ antagonist – antagonists of human APJ apelin receptor | CHO-K1 APJ beta-arrestin complementation, luminescence | 0.32% of 330,000 active | AID 2521 | inhibition, % at 20 µM | P35414;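 active means inhibition above about 40% at 20 µM, limit read from the data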;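 further: cells challenged with 10 nM apelin-13 agonist together with compound; plate controls were apelin-13 plus DMSO wells for no effect and DMSO wells lacking apelin-13 for full effect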
CCR6 antagonist – blocks CCL20-driven beta-arrestin recruitment at human CCR6. CHO-K1 CCR6 PathHunter beta-arrestin, luminescence, CCL20-stimulated. AID 493098. inhibition, % at 20 µM. 0.49% of 340,000 active. P51684;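 active means compounds whose inhibition of the agonist-driven luminescence signal at 20 µM reaches about 50%, limit read from the data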;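 further: cells stimulated with CCL20 at 14 nM final; plate controls were DMSO with CCL20 for no effect and DMSO without agonist for full effect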
EBI2 antag – EBI2 (human) antagonism; EBI2 beta-arrestin recruitment, luminescence, 7a,25-OHC stimulated; inhibition, % at 5 µM; 0.81% of 360,000 active; AID 651636; in the data active means inhibition above about 38%;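 further: enzyme fragment complementation signal reports receptor beta-arrestin coupling in cells; 0% = agonist plus DMSO wells and 100% = wells without agonist; some results beyond the cut were filed as inactive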
UBC13 inh – blocks human UBC13 polyubiquitin chain formation; P61088; TR-FRET; inhibition, % at 20 µM; 0.47% of 330,000 active; in the data active means inhibition above about 45%, passing the limit was not always enough
CXCR6 block – CXCR6 (human) receptor inhibition; 0.36% of 360,000 active; inhibition, % at 20 µM; AID 602244; O00574; CHO-K1 PathHunter CXCR6 beta-arrestin, luminescence; in the data active means inhibition above about 34%, passing the limit was not always enough;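 further: antagonist mode with CXCL16 agonist at 10 nM final; 0% = 10 nM CXCL16 with DMSO and 100% = unstimulated wells without agonist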
The depositor's hits bear a star; . = not tested or not shown.

SMILES	697 NFkB inh	Gli-Sufu block	Jurkat NFkB inh	APJ antagonist	CCR6 antagonist	EBI2 antag	UBC13 inh	CXCR6 block
COc1cc(O)c2c(=O)c3c(O)ccc(O)c3oc2c1	-10	11	-4	3	3	-15	-10	-8
Cc1cc(C)n2c(SCC(=O)NCc3ccco3)nnc2n1	-10	6	-19	8	-1	2	-2	-1
COC(=O)c1ccc(C(=O)OC)c(NC(=S)N2CCOCC2)c1	7	-4	-2	0	1	4	-8	3
CC(NC(=O)c1ccccc1OC(F)F)c1ccc(-n2ccnc2)cc1 (stereo not drawn)	12	-5	3	-5	-1	6	-4	-3
COc1ccc(Cl)cc1N(CC(=O)NCCSc1ccccn1)S(=O)(=O)c1ccccc1	3	10	2	5	18	1	3	-2
COc1ccc([N+](=O)[O-])cc1NC(=O)CSCc1ccccc1C	-5	13	-1	12	30	23	10	-4
CCOC(=O)c1c(-c2ccc(OC)cc2)csc1NC(=O)C1CCCO1 (stereo not drawn)	11	6	3	5	14	14	14	0
COc1ccc(NC(=O)c2cn(-c3ccccc3)nc2-c2ccncc2)cc1	24	16	-6	-6	5	17	8	-5
Cc1c(NC(=O)COc2cccc3c2OC(C)(C)C3)c(=O)n(-c2ccccc2)n1C	23	1	11	21	2	-9	3	-5
CC(=O)Nc1ccc(Sc2ncccc2C(=O)Nc2cc(Cl)cc(Cl)c2)cn1	-11	6	-9	6	6	-10	9	-4
Nc1c(C=C2C=CC(=O)C=C2)c(=O)nc2sc(CC(=O)N3CCCC3)nn12	5	-5	14	0	-11	3	-4	-3
CCC12CN3CCN(CC(C3)/C1=N\NC(=O)c1ccc(C(C)(C)C)cc1)C2	-28	19	3	-21	7	-11	2	-10
Cc1nn(CC(=O)NCc2cccc(F)c2)c(=O)c2cccn12	-8	1	-5	31	11	-11	-10	-4
Cc1cc(C)n(-c2nc3ccccc3n3c(C)nnc23)n1	-4	6	5	4	1	-7	-14	3
Cn1c(SCC(=O)c2cc(Cl)c(Cl)s2)nnc1-c1ccco1	-4	8	-6	-8	14	-17	-7	6
CN(CC(=O)NC1CCCCCCC1)S(=O)(=O)c1cnc[nH]1	3	-9	-6	-14	2	5	0	-3
COc1ccc(NC2CCCN(C(=O)c3ccccc3C(F)(F)F)C2)cc1 (stereo not drawn)	12	-5	8	-6	12	-9	3	-5
Cc1ccc(N(C(=O)c2ccc(S(=O)(=O)N3CCCC3)cc2)C2C=CS(=O)(=O)C2)cc1 (stereo not drawn)	-10	-5	3	-21	1	3	-1	-1
[O-][n+]1c2ccccc2cc2ccccc21	4	-3	-18	-8	-3	-24	0	15
Cc1cc(C)c(/C=C2\C(=O)Nc3ccccc32)[nH]1	16	-7	0	24	23	6	-174	16
COc1ccc(C(C)NS(=O)(=O)Cc2ccccc2)cc1 (stereo not drawn)	2	-9	-12	13	8	4	-1	3
O=C(N=Nc1c(O)[nH]c2ccccc12)c1cccc(S(=O)(=O)Nc2ccccc2Cl)c1	-15	-11	-7	-15	10	-4	-27	7
O=C(O)/C=C1\NC(=O)c2ccccc21	3	-11	-10	23	-18	-13	-5	4
O=C(O)CCC(=O)N1CCN(c2ccc(C(=O)c3ccc(F)cc3)cc2)CC1	3	-3	0	5	-5	-6	1	-1
Cc1nnc(C)n1/N=C/c1ccc(C(C)C)cc1	9	-1	1	-26	-7	-9	5	-2

Rewritten with two lines to a compound: 4 of the compounds above.
Under each structure: 697 NFkB inh | Gli-Sufu block | Jurkat NFkB inh | APJ antagonist | CCR6 antagonist | EBI2 antag | UBC13 inh | CXCR6 block
- CN(CC(=O)NC1CCCCCCC1)S(=O)(=O)c1cnc[nH]1
→ 3 | -9 | -6 | -14 | 2 | 5 | 0 | -3
- COc1ccc(NC2CCCN(C(=O)c3ccccc3C(F)(F)F)C2)cc1 (stereo not drawn)
→ 12 | -5 | 8 | -6 | 12 | -9 | 3 | -5
- Cc1ccc(N(C(=O)c2ccc(S(=O)(=O)N3CCCC3)cc2)C2C=CS(=O)(=O)C2)cc1 (stereo not drawn)
→ -10 | -5 | 3 | -21 | 1 | 3 | -1 | -1
- [O-][n+]1c2ccccc2cc2ccccc21
→ 4 | -3 | -18 | -8 | -3 | -24 | 0 | 15

Following part
SMILES	697 NFkB inh	Gli-Sufu block	Jurkat NFkB inh	APJ antagonist	CCR6 antagonist	EBI2 antag	UBC13 inh	CXCR6 block
COc1ccc(NC(=O)CN2C(=O)NC(C)(C3CC3)C2=O)c(OC)c1 (stereo not drawn)	22	-3	0	2	5	-9	-1	-4
CCOc1cccc(C(=O)Nc2ccccc2N2CCN(C(=O)C(C)C)CC2)c1	-40	15	-13	17	11	15	-12	8
COc1ccc(-c2nn(-c3ccccc3)cc2C(=O)NCCCn2ccnc2)cc1	-20	-5	-15	-6	21	6	-8	8
Cc1[nH]c2ccccc2c1C(=O)C(=O)N1CC=C(c2ccccc2)CC1	-18	2	5	-12	2	-15	2	1
CCCCCCCCc1c(O)nc(-n2[nH]c(C)c(CCO)c2=O)[nH]c1=O	1	2	9	20	17	-3	-40	7
CN(CC(=O)Nc1ccc(Cl)c(C(F)(F)F)c1)C(=O)COC(=O)C1CC2CCCC(C1)C2=O (stereo not drawn)	17	-3	9	10	4	-1	11	-7
CC1CCN(C(C(=O)O)c2ccccc2)CC1 (stereo not drawn)	9	2	-25	-4	-16	-3	-8	-6
COc1cccc(CNC(=O)C2CCCN(S(=O)(=O)c3c(C)[nH]c(=O)[nH]c3=O)C2)c1 (stereo not drawn)	3	2	-16	3	11	3	1	-5
COc1ccc(C2=C(SC)CC2=NC(C)(C)C)cc1	.	0	.	.	1	1	.	2
COc1ccc(/C=C2\Oc3cc(OCC(=O)N4CCC[C@H]4C(=O)O)ccc3C2=O)c(OC)c1OC	-13	1	-9	19	-1	0	-12	5
O=C1c2ccccc2C(=O)N1CCC(c1ccccc1)c1ccco1 (stereo not drawn)	-41	-9	-17	-2	9	10	-5	8
COc1cc(C(=O)Nc2ccc3c(c2)C(=O)N(CCC(=O)O)C3=O)cc(OC)c1OC	-2	5	16	12	11	3	3	0
COc1ccccc1NS(=O)(=O)c1cccc(C(=O)NCC(c2ccc(F)cc2)N2CCOCC2)c1 (stereo not drawn)	10	-15	2	20	0	-7	3	1
COc1cccc(C2C3=C(N=c4s/c(=C\c5ccc(O)cc5)c(=O)n42)c2ccccc2CC3)c1OC (stereo not drawn)	-19	17	1	-3	38	15	-20	3
COCc1c(C(=O)N/N=C/c2ccncc2)nnn1-c1nonc1N	4	37	14	3	14	1	4	-5
CC(=O)NCc1ccc(C(=O)COC(=O)COc2ccccc2)s1	26	7	12	-13	3	-12	-10	1
O=C(CCc1ccccc1)Nc1cc(C(=O)O)cc(C(=O)O)c1	-1	-4	8	-40	-12	3	4	-9
COCCN(C(=O)c1ccco1)c1nnc(-c2ccc(OC)c(OC)c2)s1	21	-2	-18	4	9	7	10	11
O=C(COC(=O)Cc1cccc2ccccc12)Nc1ccccc1-c1ccccc1	8	-19	-1	-2	2	2	10	-9
CCCCNc1nc(C)c(C(C)=O)cc1C#N	-3	0	-14	-21	10	0	-8	7
Cc1ccc(NCc2nnc(SC(C)C(=O)N/N=C/c3ccc(C)o3)n2-c2ccccc2)cc1 (stereo not drawn)	-32	-3	-11	-3	-14	-5	-7	-6
O=C(NCC1CCCO1)C1CCN(C(=O)c2ccc(Cl)cc2)CC1 (stereo not drawn)	2	-6	-2	4	9	5	-3	1
Cn1c(=O)c2c(ncn2CC(=O)OCC(=O)c2ccc(Cl)cc2)n(C)c1=O	-3	-2	-20	-18	8	-5	-1	3
CC1C(=O)C(C)(C)C(=O)OC1c1ccccc1 (stereo not drawn)	0	2	8	1	-4	2	-4	-3
O=C(CCCn1c(=S)[nH]c2ccccc2c1=O)N1CCOCC1	18	6	-14	15	-3	-3	-1	1

Just CCR6 antagonist, for some of the entries so far:
Compound	CCR6 antagonist
O=C(COC(=O)Cc1cccc2ccccc12)Nc1ccccc1-c1ccccc1	2
COc1cccc(CNC(=O)C2CCCN(S(=O)(=O)c3c(C)[nH]c(=O)[nH]c3=O)C2)c1 (stereo not drawn)	11
COc1cc(C(=O)Nc2ccc3c(c2)C(=O)N(CCC(=O)O)C3=O)cc(OC)c1OC	11
O=C1c2ccccc2C(=O)N1CCC(c1ccccc1)c1ccco1 (stereo not drawn)	9
COCc1c(C(=O)N/N=C/c2ccncc2)nnn1-c1nonc1N	14
O=C(CCCn1c(=S)[nH]c2ccccc2c1=O)N1CCOCC1	-3

Going on with the list:
SMILES	697 NFkB inh	Gli-Sufu block	Jurkat NFkB inh	APJ antagonist	CCR6 antagonist	EBI2 antag	UBC13 inh	CXCR6 block
Cc1cccc(N(C(=O)c2csnn2)C(C(=O)NC2CCCCC2)c2ccncc2)c1 (stereo not drawn)	14	-14	9	15	2	-2	-4	-2
CC12CC(c3ccccc3O1)N(C(=O)c1ccc(Br)o1)C(=O)N2c1ccccc1 (stereo not drawn)	29	8	9	-8	-1	7	-1	8
O=C(Cn1cnc([N+](=O)[O-])n1)c1ccc(O)c(O)c1	9	7	2	-19	-2	5	2	-5
COc1cccc(C(=O)CSc2nnc(CNc3nc(-c4ccccc4)cs3)n2C)c1	-20	-3	-24	9	-10	7	-8	7
CCCn1c(N)c(N(CCOC)C(=O)c2ccc(F)cc2F)c(=O)[nH]c1=O	-4	-11	-17	-2	0	-5	0	-6
C=CC[C@@H](CC(=O)OC(C)(C)C)C(=O)OC[C@@H]1CCCN1C(=O)[C@@H](CC=C)CC(=O)N[C@@H](CO)Cc1ccccc1	17	-5	9	2	-2	3	14	-4
O=C(COc1cccc2ccccc12)NNC(=O)c1cnccn1	10	7	2	-21	-5	-7	-10	-2
Cc1cc(C)nc(/N=C(\N)N2CCCCC2)n1	-2	-1	0	9	2	-10	0	8
O=C1COc2ccc(S(=O)(=O)CCC(=O)N3CCN(c4cccc(C(F)(F)F)c4)CC3)cc2N1	-6	-2	21	-19	3	7	9	-7
COc1ccc(Nc2ccc(Nc3ccc(OC)cc3)nn2)cc1	6	9	-3	6	13	69*	4	-6
Cc1cc2c(C)ccc(C)c2nc1SCC(=O)c1cccs1	-28	5	-9	-11	14	2	-4	-2
Cc1ccc(CNC2CCCCC2)s1	17	2	6	11	2	-11	-2	4
O=C(N/N=C/C=C/c1ccco1)c1cccs1	-1	-31	8	23	5	4	-10	2
CCOC(=O)Cc1csc(NC(=O)Nc2ccc(F)cc2)n1	-19	-3	-3	-1	-12	-2	3	-4
Cc1cccc(-c2noc(CCC(=O)NCc3ccccc3)n2)c1	18	2	-12	-5	14	4	1	6
Cc1ccc(NC(=O)COC(=O)[C@@H]2CCCN2C(=O)c2cccs2)cc1S(=O)(=O)N(C)C	14	-1	-1	0	3	3	0	2

Structures listed so far that bear a hit mark in EBI2 antag.
SMILES | 697 NFkB inh | Jurkat NFkB inh | APJ antagonist | CCR6 antagonist | EBI2 antag | UBC13 inh | CXCR6 block
COc1ccc(Nc2ccc(Nc3ccc(OC)cc3)nn2)cc1 | 6 | -3 | 6 | 13 | 69* | 4 | -6

Profiles, looked up by structure:
Shown for `COc1ccc(Nc2ccc(Nc3ccc(OC)cc3)nn2)cc1` → 697 NFkB inh: 6; Gli-Sufu block: 9; Jurkat NFkB inh: -3; APJ antagonist: 6; CCR6 antagonist: 13; EBI2 antag: 69*; UBC13 inh: 4; CXCR6 block: -6
Shown for `COc1cccc(C(=O)CSc2nnc(CNc3nc(-c4ccccc4)cs3)n2C)c1` → 697 NFkB inh: -20; Gli-Sufu block: -3; Jurkat NFkB inh: -24; APJ antagonist: 9; CCR6 antagonist: -10; EBI2 antag: 7; UBC13 inh: -8; CXCR6 block: 7
